ADAM17 inh: inhibitors of human ADAM17. 370,000 compounds, 0.83% hits. inhibition, % at 6.95 µM. AID 720648. recombinant ADAM17, EDANS/DABCYL FRET peptide cleavage;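 active = inhibition above the mean of compounds lying between control limits plus 3 SD, set per campaign, cut at about 8.5% in these data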;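 note: 0% = DMSO-only wells as the low control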
PLCg1 inh: blocks human PLC-gamma1 enzyme activity | P19174 | purified PLC-gamma1, fluorogenic substrate, fluorescence | inhibition, % at 12.2 µM | 370,000 compounds, 0.84% hits | AID 720700; in the data active = inhibition above about 9.5%
Tn6 DDE FP: DD(E)-Tn6 binding inhibition, primary FP screen. inhibition, % at 8.3 µM. Fibrin DD(E) TRITC-Tn6 fluorescence polarization displacement. 370,000 compounds, 0.21% hits;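 active = inhibition above a per-campaign cutoff: mean of compounds within control limits plus 3 SD, cut at about 15% in these data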;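 note: 0% = median of all compound wells on the plate and 100% = blocking peptide control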
PLC-beta3 inh: blocks human PLC-beta3 enzyme activity. Q01970. Purified PLC-beta3, fluorogenic substrate, fluorescence. inhibition, % at 12.2 µM. 370,000 compounds, 0.18% hits. AID 720704; in the data active = inhibition above about 11%;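 note: 0% = median of compound wells on plate and 100% = full blocker control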
ARFGAP1 inh: rat ARFGAP1 inhibition; Arfgap1-stimulated ARF1 GTP hydrolysis, GDP FP detection; inhibition, % at 16.5 µM; 360,000 compounds, 0.26% hits; AID 651572;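 active = inhibition above a per-plate limit, mean inhibition of low control wells plus 3 SD, cut at about 25% in these data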;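 note: 0% = DMSO wells with enzyme and 100% = wells lacking Arfgap1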
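Assay system: Rat Arfgap1 GAP domain (His6, aa 1-136), purified enzyme | Buffer or medium: HEPES 25 mM pH 7.5, NaCl 150 mM, MgCl2, DTT | Schedule: GTP hydrolysis reaction 2 h at 25 °C | Signal: FP of antibody-bound GDP Alexa 633 tracer, ex 620/em 688 nm | Measure: Percent inhibition of Arfgap1-stimulated GTP hydrolysis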
ADAM10 inh: ADAM10 inhibition, QFRET primary screen; recombinant ADAM10, EDANS/DABCYL FRET peptide cleavage, 3 h; inhibition, % at 7 µM; 370,000 compounds, 0.62% hits; O14672;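 active = inhibition above a per-campaign cutoff equal to the mean of compounds falling between control-based bounds plus 3 SD, cut at about 20% in these data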;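 note: 0% = DMSO wells while the 100% control is not disclosed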
DDE Tn7 FP inh: disrupts Tn7 cyclic peptide binding to fibrin D-Dimer-E complex; P02675; FP displacement of FITC-Tn7 peptide from fibrin DD(E); 0% = median of compound wells per plate; 370,000 compounds, 0.13% hits; AID 720508; inhibition, % at 8.3 µM;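 active = inhibition above the mean of compounds falling within the control limits plus 3 SD of them, cut at about 14% in these data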;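 note: 0% = plate median of compound wells and 100% = 10 µM Aha-Tn7 peptide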
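Test system – human fibrin DD(E) · Times – 10 min preincubation, 3 h with tracer, room temperature · Detection – fluorescence polarization of the labelled Tn7 tracer · Measure – percent inhibition normalized to high-control wells · Benchmarks – high control wells with 10 µM unlabelled Aha-Tn7 peptide (full inhibition) · Repeats – singlicate testing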
ASAP1 inh: inhibitors of human ASAP1 ArfGAP activity; Q9ULH1; ASAP1-stimulated ARF1 GTP hydrolysis, GDP FP detection; inhibition, % at 16.5 µM; 360,000 compounds, 0.19% hits; AID 624377; in the data active = inhibition above about 25%;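 note: 0% = vehicle with enzyme and substrate and 100% = no enzyme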
SIAE primary: human SIAE inhibition, primary screen; 370,000 compounds, 0.69% hits; SIAE FP-Rh probe binding, fluorescence polarization; Q9HAT2; inhibition, % at 9.66 µM;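 active = inhibition above a cutoff: mean of compounds within the control limits plus 3 SD of those, cut at about 17% in these data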;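 note: 0% = plate median of compound wells and 100% = probe without SIAE protein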
TDP2 absorb: TDP2 (human) inhibition, absorbance primary screen. O95551. recombinant TDP2, T5PNP hydrolysis, p-nitrophenol absorbance 415 nm. inhibition, % at 12.8 µM. 370,000 compounds, 0.34% hits;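 active = inhibition above the mean of all tested compounds plus 3 SD, set per campaign, cut at about 25% in these data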;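 note: 0% = DMSO with enzyme and 100% = buffer with substrate but no TDP2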
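Assay system: Recombinant human TDP2 | Quantity: 120 nM TDP2 per well | Incubation: 2 h at 37 °C | Signal: Epi absorbance | Evaluation: Percent inhibition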
Active calls of the source: *; · = no result given.

SMILES	ADAM17 inh	PLCg1 inh	Tn6 DDE FP	PLC-beta3 inh	ARFGAP1 inh	ADAM10 inh	DDE Tn7 FP inh	ASAP1 inh	SIAE primary	TDP2 absorb
O=C(NNC(=O)C1CCN(c2ncccn2)CC1)c1ccc(Cl)cc1	-8	-7	-3	-19	3	-12	9	-3	2	5
CCCc1nn2c(=O)cc(COc3ccc(NC(=O)c4ccco4)cc3)nc2s1	-5	-1	-8	-5	-7	-1	0	-4	-2	3
COc1ccc(N2CC(C(=O)N3CCC4(CC3)CC(=O)c3ccccc3O4)CC2=O)cc1 (stereo not given)	-31	-22	6	-20	-6	-121	3	-9	-5	-2
COc1ccc(S(=O)(=O)NCc2ccccn2)c(C)c1C	-3	0	1	-6	-9	-8	0	10	-3	-2
O=C(Nc1ccccc1)N1CCCC1	-5	-1	1	1	-13	0	3	-2	7	-1
CO/N=C/C(=N\Nc1ccccc1)C(=O)c1ccccc1	2	2	1	6	8	4	3	8	2	4
Cc1ccc(NC2CCCN(C(=O)c3nonc3C)C2)cc1C (stereo not given)	-2	-1	4	2	5	3	8	-10	2	5
CC(=O)N1CCc2cc(S(=O)(=O)CCC(=O)Nc3c(C)n(C)n(-c4ccccc4)c3=O)ccc21	-2	4	0	5	5	4	-1	2	5	22
O=C(Cc1ccccc1)c1ccccn1	-8	-21	5	-39	-2	-17	2	-5	5	-4
O=C(NNC(=O)c1ccncc1)Nc1ccccc1	-2	0	2	-2	3	-9	0	-14	4	3
CCOC(=O)N1CCN(C(=O)C[C@@H]2C[C@@]3(C(=O)OC)CCCCC=C3N(Cc3cccc4ccccc34)C2=O)CC1	-3	0	-2	2	-8	5	2	-9	1	4
COC(=O)c1sc(NC(=O)c2ccco2)c(C#N)c1C	-2	-4	-8	-10	24	1	2	7	6	15
COc1ccc(OC)c(S(=O)(=O)N2CCC(C(=O)NCc3cccs3)CC2)c1	2	2	-3	1	·	3	-4	·	6	-4
CC(=O)Nc1ccc(/C=C2\CCc3ccccc3C2=O)cc1	-4	-34	7	-47	7	-1	-3	11	-9	26*
O=C(/C=C/c1ccccc1)NCCC1=CCCCC1	2	-3	-3	-2	-3	4	-3	5	1	-4
CCCCC(=O)Nc1ccc(NC(=O)c2ccccc2[N+](=O)[O-])cc1OC	5	2	11	5	4	3	0	-1	-1	2
COc1ccc(C(C(=O)NC2CCCC2)n2c(-c3cccs3)nc3ccccc32)cc1 (stereo not given)	-29	-10	8	-19	7	-120	-1	-4	-5	8
CCC(C(=O)Nc1ccccc1C(=O)N1CCOCC1)N1C(=O)c2ccccc2C1=O (stereo not given)	-2	0	-3	0	13	12	-2	0	2	-2
COc1cc(C(=O)NC2CCN(CC(=O)NC3CCCCC3)CC2)cc(OC)c1OC	0	2	-6	-2	2	-4	-3	6	4	5
O=C(Nc1ccccc1N1CCCC1)C1=COCCO1	-6	-3	3	-11	-10	-18	7	10	8	2
CN(C(=O)c1c(Cl)cnn1C)C12CC3CC(CC(C3)C1)C2	2	5	9	4	-6	10	5	-15	-5	-16
NS(=O)(=O)c1ccc(NC(=O)/C=C/c2cn(-c3ccccc3)nc2-c2cccc(Cl)c2)cc1	-4	-10	-9	-19	19	-6	-2	-6	-230	10
CN1CCN(C(=O)c2ccc(CN(c3ccccc3)S(=O)(=O)c3ccccc3)cc2)CC1	-2	2	6	-5	3	8	-1	9	8	3
Cc1cc(NC(NC(=O)c2ccco2)(C(F)(F)F)C(F)(F)F)no1	-4	1	-1	0	0	4	-3	-3	8	-3
CCOc1cccc(OCCOc2ccc(C(=O)c3ccccc3)cc2)c1	10*	1	-3	-1	1	10	1	3	-4	12
The list goes on:
SMILES	ADAM17 inh	PLCg1 inh	Tn6 DDE FP	PLC-beta3 inh	ARFGAP1 inh	ADAM10 inh	DDE Tn7 FP inh	ASAP1 inh	SIAE primary	TDP2 absorb
Oc1oc(-c2ccccc2Br)nc1C=Nc1ccc(Br)cn1	-4	-2	0	-6	8	-1	-2	51*	-8	5
O=C(NNC(=O)c1ccc(F)c(S(=O)(=O)N2CCOCC2)c1)c1ccc(Br)cc1	-5	-1	-8	-8	-14	-4	4	9	1	9
CCCCC(=O)NC(=S)NNC(=O)CCc1ccccc1	-2	2	-3	4	2	10	-1	4	4	18
CCC(=O)NCCCCCCNC(=O)CC	-4	0	-5	2	6	-4	-4	8	-7	-5
CCCCC(=O)Nc1ncc(S(=O)(=O)c2ccc([N+](=O)[O-])cc2)s1	0	1	6	-7	2	3	-4	2	-3	11
O=c1c2cc(Br)ccc2nc(-c2cccc(Cl)c2)n1O	-5	-1	1	-8	-6	4	3	-4	-9	-8
CCn1c(SCCC(=O)O)nnc1-c1cccnc1	-1	1	0	0	-8	7	1	-7	-1	6
O=C(N/N=C/c1coc2ccccc2c1=O)c1cc2ccccc2o1	-1	-1	-7	-6	-1	-8	3	13	3	1
CCOc1ccccc1N(CC(=O)Nc1ccccc1C(=O)N1CCOCC1)S(C)(=O)=O	-5	0	-2	-4	9	5	-1	4	7	-1
Cc1ccc[n+](CC(=O)N2CCCCC2)c1C	-2	-3	7	0	4	0	6	3	5	-3
O=C(O)c1ccc(CSc2nnc(-c3ccccc3Br)o2)cc1	-3	2	3	0	-2	-7	0	-6	-1	14
COC(=O)c1ccccc1NC(=O)c1nc2nc(C)cc(C(F)F)n2n1	2	0	-3	1	3	2	-2	-1	-3	-3
CCCCn1c(N)c(N(Cc2ccccc2OC)C(=O)CCSC)c(=O)[nH]c1=O	-1	1	-7	-4	16	-1	-4	-6	-3	0
CCCCOc1ccc(C2/C(=C(/O)c3ccc4c(c3)CC(C)O4)C(=O)C(=O)N2CCCN2CCOCC2)cc1OC (stereo not given)	-5	-4	-3	-14	4	-7	-5	-15	-2	9
NC(=O)CC[C@@H]1NC(=O)[C@@H]2CCCN2C(=O)c2cc([N+](=O)[O-])cc(F)c2NCCC[C@@H](C(N)=O)NC1=O	1	4	7	1	9	1	5	-1	6	-6
Cc1ccc(NC(=O)c2nc(S(=O)(=O)Cc3ccccc3)ncc2Cl)cc1	0	-1	-7	-8	-13	3	-3	-1	5	-8
O=C(NCc1ccccc1)c1c(F)c(F)c(F)c(F)c1F	1	5	-3	5	-4	7	0	18	-2	9
CCC(C(=O)OCC(=O)Nc1c(Cl)cc(Cl)cc1Cl)c1ccccc1 (stereo not given)	2	3	1	2	-10	1	-4	-6	5	-7
Cc1ccc(CCNc2ccccc2C)cn1	-2	2	-4	2	5	6	0	8	-1	-1
CSCCC(NS(=O)(=O)c1ccc2[nH]c(=O)c(=O)[nH]c2c1)C(=O)O (stereo not given)	-4	2	7	-4	17	-4	-5	-6	2	-6
CCOC(=O)c1nc(NNC(=O)c2ccc([N+](=O)[O-])cc2)sc1C	5	-4	0	-8	-6	8	-4	-5	0	6
O=C(CN1CCSC1=O)N1CCN(S(=O)(=O)c2ccccc2)CC1	-1	1	1	-5	10	-16	5	-10	1	6
COC(=O)c1ccc(COC(=O)CSCC(=O)Nc2ccc(C)cc2C)cc1	1	7	-2	-6	8	6	4	-19	4	-8
CC(C)OC(=O)C1CC(C)(O)C(=O)C(C(=O)OC(C)C)C1c1ccc([N+](=O)[O-])cc1 (stereo not given)	0	0	8	10	-9	-1	7	-3	0	-6
Cc1ccc(S(=O)(=O)N2CCN(Cc3cccnc3)CC2)cc1	2	-1	1	-6	3	3	6	-13	1	23
O=C(O)c1cccnc1	-7	1	-5	0	-5	-7	-3	7	2	1
Cc1c(NC(=O)/C=C/c2cccs2)c(=O)n(-c2ccccc2)n1C	-4	0	3	1	0	-3	-2	1	11	1
CCCn1c(C(C)NC(=O)c2ccccc2)nc2ccccc21 (stereo not given)	-1	4	2	1	3	3	3	0	-4	7

This is a random part of the collection. Share with any hit: about 3.6%.
